PKM2 act: PKM2 (human) enzyme activation; 260,000 tested, 0.34% active; purified PKM2, Kinase-Glo ATP luminescence, activation; response scale: 0% is enzyme alone, no compound; Potency, µM (top dose mostly 57.5 µM), for the others: at the top dose activation, usual class: activators; further: potency means the concentration at half of the fitted maximal effect; on the % scale 0 is the no-effect control and ±100 the full control effect; nearly all actives have a fitted effect of over 55% in size
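Purified hPK-M2 (>95%) run at intermediate activity with 0.1 mM ADP and 0.5 mM PEP in 50 mM imidazole pH 7.2, KCl, MgCl2; 1 h room temperature. ATP formed read by Kinase-Glo luminescence; normalized to uninhibited and no-enzyme controls.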
RORg inh: ROR gamma (mouse) transcription inhibition. P51450. Drosophila S2 Gal4-RORgamma UAS-luciferase reporter, 20 h. Potency, µM (highest dose often 53.6 µM), for inactives: top-dose activity change, negative = inhibition, actives largely listed as inhibitors. 310,000 tested, 5.4% active. AID 2551; further: potency means the concentration at half of the fitted maximal effect; on the % scale 0 is the no-effect control and ±100 the full control effect; nearly all actives have a fitted effect of over 60% in size
Target sequence (P51450 whole entry, looked up, the tested form may be a part): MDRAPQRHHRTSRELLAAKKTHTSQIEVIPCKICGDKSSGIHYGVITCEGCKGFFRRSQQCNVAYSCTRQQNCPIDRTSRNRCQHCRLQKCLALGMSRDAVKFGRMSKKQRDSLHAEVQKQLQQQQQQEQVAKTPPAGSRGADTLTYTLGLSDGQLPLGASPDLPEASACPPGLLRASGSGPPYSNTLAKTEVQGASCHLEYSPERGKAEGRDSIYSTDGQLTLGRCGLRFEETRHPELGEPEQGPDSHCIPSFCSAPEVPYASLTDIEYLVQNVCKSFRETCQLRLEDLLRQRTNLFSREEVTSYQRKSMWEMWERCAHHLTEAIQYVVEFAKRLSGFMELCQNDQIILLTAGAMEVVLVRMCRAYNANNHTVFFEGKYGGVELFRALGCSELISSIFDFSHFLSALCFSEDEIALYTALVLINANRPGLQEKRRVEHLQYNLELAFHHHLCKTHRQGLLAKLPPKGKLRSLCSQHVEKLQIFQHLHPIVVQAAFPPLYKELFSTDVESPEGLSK
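Stable Schneider cell line, Gal4 DNA-binding domain fused to ROR gamma, UAS-luciferase. Cmpd 1 hr RT → CuSO4 700 uM final → 20 hr RT → luciferase reagent 10 min → luminescence.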
NPC1 promoter act: activates the NPC1 promoter | Huh7 NPC1 promoter luciferase reporter, 24 h | Potency, µM (titrated, usually from 9.22 µM), without a hit: at the top dose activation, most hits filed as activators | 320,000 tested, 2.4% active;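 further: potency means the concentration at half of the fitted maximal effect; % of control where 0% means no effect; nearly all actives have a fitted effect of over 60% in size; reporter is driven by a mutant NPC1 promoter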
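Readout is luciferase luminescence, reflecting NPC1 promoter activation in stably transfected Huh7 cells after 24 h compound exposure at 37 °C in reduced-serum medium with 10% FBS.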
FLuc modulator: counter-screen for miR-21 project: firefly luciferase inhibitors or activators; Potency, µM (titrated, usually from 57.5 µM), for inactives: at the highest dose activity change, negative = inhibition, usual class: inhibitors; P08659; AID 588342; purified FLuc, Km substrates, luminescence inhibition; 360,000 tested, 6.9% active;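 further: potency means the concentration at half of the fitted maximal effect; plate controls were vehicle for no effect and reference inhibitor for full effect; nearly all actives have a fitted effect of over 55% in size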
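Purified P. pyralis luciferase, 10 nM final, with Km-level 10 uM D-luciferin and 10 uM ATP in 50 mM Tris acetate pH 7.5, 10 mM Mg acetate, 0.01% Tween-20, 0.05% BSA; 6-point qHTS titration about 60 µM downward; luminescence read.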
ELG1 DNA repair: blocks ELG1-dependent DNA repair in HEK293T cells. Potency, µM (highest dose often 46.1 µM), without a hit: at the top dose activity change, negative = inhibition, actives largely listed as inhibitors. 330,000 tested, 2.3% active. HEK293T ELG1-luciferase reporter, luminescence, 16 h; DNA damage induced by 5-fluorouridine; further: potency means the concentration at half of the fitted maximal effect; on the % scale 0 is the no-effect control and ±100 the full control effect; nearly all actives have a fitted effect of over 55% in size
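Cells (2,000 per well) received 5-fluorouridine plus test compound or DMSO and were incubated 16 hr at 37 °C, 5% CO2. Luciferase activity was read by luminescence 30 min after ONE-Glo addition; signal suppression marked inhibition of damage-induced ELG1 function.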
Rab9 prom act: activates the Rab9 promoter; Huh7 Rab9 promoter-luciferase reporter, luminescence, 24 h; Potency, µM (highest dose often 9.22 µM), without a hit: at the highest dose activation, negative = inhibition, most hits filed as activators; 320,000 tested, 2.8% active; further: potency means the concentration at half of the fitted maximal effect; % of control where 0% means no effect; nearly all actives have a fitted effect of over 60% in size
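Luciferase signal after 10 min detection reagent at ambient indicates Rab9 promoter upregulation; stably transfected Huh7 cells were treated 24 h with compound in DMSO at 37 °C, 5% CO2.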
Menin-MLL TR inh: menin-MLL binding inhibition, Texas Red mutant peptide; Potency, µM (doses to about 61.6 µM), for the others: top-dose FP activity change, negative = inhibition, most hits filed as inhibitors; 270,000 tested, 0.23% active; O00255; Menin + Texas Red MLL mutant peptide, fluorescence polarization; active means well fitted inhibition curve with a large enough effect in the polarisation, with a control signal flat, not every such curve was filed as active; inconclusive means small, poorly fitted or top-dose-only effect, or effect the other way, or a change in a side signal; inactive means no such curve, though single readings can be large or run the other way; the % refers to the polarisation; further: potency means the concentration at half of the fitted maximal effect; % of control where 0% means no effect; many of its hits are not listed in these tables
VP16 counter: Gal4-VP16 reporter inhibition counter-screen. Potency, µM (doses to about 53.6 µM), for the others: top-dose activity, negative = inhibition, actives largely listed as inhibitors. Drosophila S2 Gal4-VP16 UAS-luciferase, luminescence, 20 h. 310,000 tested, 3.5% active. AID 2546;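 further: Gal4-VP16 expression switched on by copper sulfate through the metallothionein promoter; potency means the concentration at half of the fitted maximal effect; on the % scale 0 is the no-effect control and ±100 the full control effect; nearly all actives have a fitted effect of over 50% in size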
Mito fusion yeast: mitochondrial division inhibition or fusion activation; S. cerevisiae fusion-defective mutant growth rescue, CellTiterGlo 48 h; Potency, µM (top dose mostly 46.1 µM), for the others: top-dose growth rescue (activation), most hits filed as activators; 320,000 tested, 0.23% active; AID 485298;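 further: potency means the concentration at half of the fitted maximal effect; % of control where 0% means no effect; nearly all actives have a fitted effect of over 45% in size; temperature-sensitive fusion mutants such as fzo1-1 at 37 °C on non-fermentable ethanol glycerol medium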
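Read-out: ATP-based luminescence (CellTiterGlo, 10 min ambient) reporting growth of fusion-defective ts yeast after 48 hours at 37C on glycerol/ethanol YPEG medium in the presence of compound.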
MBNL1-CUG inh: inhibitors of human MBNL1 binding to CUG repeat RNA; Potency, µM (series often up to 57.5 µM), without a hit: at the highest dose activity change, negative = inhibition, actives largely listed as inhibitors; 280,000 tested, 0.036% active; TR-FRET MBNL1-His/biotin-(CUG)12 binding, 665/545 ratio; Q9NR56; AID 2675; active means well fitted inhibition curve with a large enough effect in the signal ratio, with a control signal flat, not every such curve was filed as active; inconclusive means small, poorly fitted or top-dose-only effect, or effect the other way, or a change in a side signal; inactive means no such curve, though single readings can be large or run the other way; the % refers to the signal ratio; further: potency means the concentration at half of the fitted maximal effect; on the % scale 0 is the no-effect control and ±100 the full control effect
Target sequence (Q9NR56 whole entry, looked up): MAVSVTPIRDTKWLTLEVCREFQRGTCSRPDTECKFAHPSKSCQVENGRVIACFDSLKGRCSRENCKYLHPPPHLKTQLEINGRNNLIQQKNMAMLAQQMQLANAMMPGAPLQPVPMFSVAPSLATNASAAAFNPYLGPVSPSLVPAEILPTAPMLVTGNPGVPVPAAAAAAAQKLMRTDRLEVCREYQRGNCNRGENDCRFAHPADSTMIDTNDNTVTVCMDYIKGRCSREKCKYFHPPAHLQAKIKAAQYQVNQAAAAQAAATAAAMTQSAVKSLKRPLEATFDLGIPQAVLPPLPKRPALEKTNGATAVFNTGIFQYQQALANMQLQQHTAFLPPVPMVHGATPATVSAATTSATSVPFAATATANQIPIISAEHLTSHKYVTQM
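Compounds (final 92 nM to 58 uM) are added to His-tagged MBNL1 and biotin-(CUG)12, then terbium anti-His antibody and streptavidin-XL665 (5 nM final). After 60 min at room temperature, the 665/545 nm ratio is read.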
KCNH2 3.1 inh: KCNH2 3.1 (human) potassium channel inhibition. U2OS KCNH2 3.1, thallium flux FluxOr; stronger effect = lower value. activity change, % (tested at about 1.8 µM). 340,000 tested, 0.95% active;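 active means maximum activity change below -70%; inconclusive means maximum activity change from -70% to -50%; inactive means maximum activity change above -50%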;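 further: thallium influx rate constant from kinetic fluorescence after stimulation buffer; on the % scale 0 is the no-effect control and ±100 the full control effect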
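We transduce U2OS cells with the mutant 3.1 virus, culture them overnight, load FluxOr with Red40 quencher for 45 min, then add stimulation buffer and read kinetically for 2 min to derive a normalized rate constant.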
* hit, by the source's call; [ ] = another dose, or the depositor's remark. Unless noted, the call rests on the fitted dose curve; in most records, active means well fitted curve in the direction sought with a large enough effect; inconclusive means small, poorly fitted or top-dose-only effect, or another doubt; inactive means no such curve, though single readings can be large; an effect the other way counts as inactive or inconclusive. The list is partial, so the mix of outcomes need not match the whole.

For COc1cc2ccccc2cc1C(=O)OCC(=O)N(C)c1c(N)n(Cc2ccccc2)c(=O)[nH]c1=O the results were NPC1 promoter act -2%, FLuc modulator 3%, ELG1 DNA repair inconclusive, Rab9 prom act -2%, Mito fusion yeast -2% and KCNH2 3.1 inh -5.
`CCOC(=O)/C=c1\s/c(=C\c2sccc2C)c(=O)n1CC(=O)NCc1ccc(C)cc1` gave PKM2 act 12%, RORg inh -1%, NPC1 promoter act -21%, FLuc modulator -1%, ELG1 DNA repair inconclusive, Rab9 prom act -24%, Menin-MLL TR inh 8%, VP16 counter -6%, Mito fusion yeast -1% and MBNL1-CUG inh -4%.
For Cc1cc(C)n(-c2ncc3c(n2)N(C)CCOC3=O)n1 the results were PKM2 act 0%, RORg inh -7%, NPC1 promoter act -4%, FLuc modulator -14%, ELG1 DNA repair 13%, Rab9 prom act 0%, VP16 counter -2%, Mito fusion yeast 0%, MBNL1-CUG inh 1% and KCNH2 3.1 inh 2.
`CC1CCCN(S(=O)(=O)CCNC(=O)c2ccccc2)C1` (centres undefined) gave NPC1 promoter act 0%, FLuc modulator 6%, ELG1 DNA repair 17%, Rab9 prom act -3%, Mito fusion yeast 2% and KCNH2 3.1 inh 0.
Clc1c2c(nc3ccccc13)CCC2 was read as RORg inh -37%, NPC1 promoter act -7%, FLuc modulator inconclusive, ELG1 DNA repair 11%, Rab9 prom act 2%, Menin-MLL TR inh 3%, VP16 counter 2%, Mito fusion yeast 10%, MBNL1-CUG inh 0% and KCNH2 3.1 inh 11.
`CCc1nnc(NC(=O)c2ccc(S(=O)(=O)N3CCCCC3)cc2)s1` gave RORg inh 8%, NPC1 promoter act -6%, FLuc modulator 1%, ELG1 DNA repair -3%, Rab9 prom act 3%, Menin-MLL TR inh 3%, VP16 counter 6%, Mito fusion yeast -2%, MBNL1-CUG inh 6% and KCNH2 3.1 inh 10.
Screening CCn1c(SCC(=O)Nc2cc(C)on2)nnc1-c1ccc(OC)cc1 returned PKM2 act 0%, RORg inh -10%, NPC1 promoter act -4%, FLuc modulator -2%, ELG1 DNA repair 4%, Rab9 prom act 1%, Menin-MLL TR inh -16%, VP16 counter 9%, Mito fusion yeast -6%, MBNL1-CUG inh -6% and KCNH2 3.1 inh 7.
CC(C)(Cc1ccc(O)cc1)NC(=O)c1ccccc1 was read as PKM2 act -1%, RORg inh 11%, NPC1 promoter act 1%, FLuc modulator -5%, ELG1 DNA repair 15%, Rab9 prom act -3%, Menin-MLL TR inh 1%, VP16 counter -5%, Mito fusion yeast 2%, MBNL1-CUG inh -1% and KCNH2 3.1 inh -1.
For CNC(=S)/N=C(/Nc1ccccc1)c1ccccc1 the results were PKM2 act 1%, RORg inh inconclusive, NPC1 promoter act -2%, FLuc modulator -19%, ELG1 DNA repair -9%, Rab9 prom act -5%, Menin-MLL TR inh -9%, VP16 counter inconclusive, Mito fusion yeast 0%, MBNL1-CUG inh -7% and KCNH2 3.1 inh -3.
Screening CCOCCCNC(=O)c1cc2cc3cc(OC)ccc3nc2o1 returned RORg inh 22%, NPC1 promoter act -2%, FLuc modulator inconclusive, ELG1 DNA repair 0%, Rab9 prom act 11%, Menin-MLL TR inh -26%, VP16 counter 4%, Mito fusion yeast -4%, MBNL1-CUG inh inconclusive and KCNH2 3.1 inh 34.
For Cc1csc(NC(=O)C(NC(=O)c2ccccc2F)C(C)C)n1 (centres undefined) the results were PKM2 act 1%, RORg inh 9%, NPC1 promoter act -1%, FLuc modulator -5%, ELG1 DNA repair inconclusive, Rab9 prom act -1%, Menin-MLL TR inh 9%, VP16 counter 0%, Mito fusion yeast -2%, MBNL1-CUG inh 1% and KCNH2 3.1 inh -1.
Screening Cc1nnc(C)c2c(C)n(N)c(C)c12 returned PKM2 act -5%, RORg inh -3%, NPC1 promoter act 0%, FLuc modulator 1%, ELG1 DNA repair -4%, Rab9 prom act 0%, VP16 counter 6%, Mito fusion yeast 1%, MBNL1-CUG inh 8% and KCNH2 3.1 inh 3.
`CCNC(=O)n1nccc1C(C)Oc1cccc(C(F)(F)F)c1` (centres undefined) gave PKM2 act 5%, RORg inh 17%, NPC1 promoter act 4%, FLuc modulator 2%, ELG1 DNA repair 0%, Rab9 prom act -3%, Menin-MLL TR inh -3%, VP16 counter -11%, Mito fusion yeast 0%, MBNL1-CUG inh 1% and KCNH2 3.1 inh -22.
For Cc1nc2c(C(=O)N3CCCC3)cnn2c(C)c1Cc1c(F)cccc1Cl the results were PKM2 act 0%, RORg inh 0%, NPC1 promoter act 4%, FLuc modulator 1%, ELG1 DNA repair -3%, Rab9 prom act 0%, Menin-MLL TR inh 2%, VP16 counter 9%, Mito fusion yeast 4%, MBNL1-CUG inh 2% and KCNH2 3.1 inh 6.
For CC1(NC(=O)Cc2ccc(S(=O)(=O)N3CCOCC3)s2)CCS(=O)(=O)C1 (centres undefined) the results were NPC1 promoter act 0%, FLuc modulator 3%, ELG1 DNA repair 16%, Rab9 prom act -4%, Mito fusion yeast -6% and KCNH2 3.1 inh -1.
For O=C(CN1C(=O)S/C(=C/c2cccn2-c2ccc(O)cc2)C1=O)N1CCCC1 the results were RORg inh 24%, NPC1 promoter act -2%, FLuc modulator inconclusive, ELG1 DNA repair 3%, Rab9 prom act -3%, Menin-MLL TR inh -27%, VP16 counter -2%, Mito fusion yeast -4%, MBNL1-CUG inh inconclusive and KCNH2 3.1 inh -13.
`CCC(CC)C(=O)Nc1cccc(C(=O)Nc2ccc(OC)cc2[N+](=O)[O-])c1` gave PKM2 act -1%, RORg inh -28%, NPC1 promoter act -7%, FLuc modulator 1%, ELG1 DNA repair -13%, Rab9 prom act 1%, Menin-MLL TR inh 32%[activator], VP16 counter -21%, Mito fusion yeast 2%, MBNL1-CUG inh -2% and KCNH2 3.1 inh -18.
`COc1cc(CNn2nnnc2N)cc(Br)c1OCc1c(Cl)cccc1Cl` gave PKM2 act -1%, RORg inh -7%, NPC1 promoter act 2%, FLuc modulator 5%, ELG1 DNA repair inconclusive, Rab9 prom act 0%, Menin-MLL TR inh 9%, VP16 counter -1%, Mito fusion yeast 3%, MBNL1-CUG inh 0% and KCNH2 3.1 inh 7.
`Cc1ccsc1C(=O)OCC(=O)c1cc(C)n(CC2CCCO2)c1C` (centres undefined) gave PKM2 act -18%, RORg inh 4µM*, NPC1 promoter act -14%, FLuc modulator 0.15µM*, ELG1 DNA repair inconclusive, Rab9 prom act -13%, Menin-MLL TR inh -1%, VP16 counter 7.1µM*, Mito fusion yeast -1%, MBNL1-CUG inh 3% and KCNH2 3.1 inh -17.
Cc1ccc(Sc2ncnc3onc(C)c23)c(C)c1 was read as PKM2 act -14%, RORg inh inconclusive, NPC1 promoter act -1%, FLuc modulator -2%, ELG1 DNA repair 7%, Rab9 prom act 1%, Menin-MLL TR inh -13%, VP16 counter inconclusive, Mito fusion yeast -4%, MBNL1-CUG inh -2% and KCNH2 3.1 inh -4.
CC1=C(C(N)=O)C(c2ccc(Cl)cc2Cl)n2ncnc2N1 (centres undefined) was read as PKM2 act -7%, RORg inh 5%, NPC1 promoter act -1%, FLuc modulator -1%, ELG1 DNA repair -2%, Rab9 prom act -4%, Menin-MLL TR inh -8%, VP16 counter -1%, Mito fusion yeast -5%, MBNL1-CUG inh -2% and KCNH2 3.1 inh -8.
For O=[N+]([O-])c1nn(-c2ccc3c(c2)OCCO3)n(O)c1=NC1CCCCCC1 the results were PKM2 act -5%, RORg inh -2%, NPC1 promoter act 19%, FLuc modulator 17µM*, ELG1 DNA repair inconclusive, Rab9 prom act inconclusive, Menin-MLL TR inh -1%, VP16 counter -22%, Mito fusion yeast inconclusive, MBNL1-CUG inh inconclusive and KCNH2 3.1 inh 7.
`Nc1ncccc1OCc1cccc(C(F)(F)F)c1` gave PKM2 act -17%, RORg inh -10%, NPC1 promoter act -2%, FLuc modulator -9%, ELG1 DNA repair inconclusive, Rab9 prom act -2%, Menin-MLL TR inh -2%, VP16 counter -4%, Mito fusion yeast inconclusive and KCNH2 3.1 inh -7.
`CC(NC(=O)/C=C/c1ccc(Br)cc1)c1ccc(Cl)cc1` (centres undefined) gave PKM2 act -2%, RORg inh -10%, NPC1 promoter act 0%, FLuc modulator 1%, ELG1 DNA repair -9%, Rab9 prom act -7%, Menin-MLL TR inh 2%, VP16 counter -1%, Mito fusion yeast 0%, MBNL1-CUG inh -12% and KCNH2 3.1 inh -18.

Source: PubChem (National Center for Advancing Translational Sciences (NCATS))
